# Integrin act MD – qHTS for Activators of Integrin-Mediated Alleviation for Muscular Dystrophy; alpha7betagal myoblasts, beta-gal FDG fluorescence, 48 h; Potency, µM (highest dose often 38.3 µM), for inactives: top-dose activation, hits mostly activators; actives 0.064% (n = 350,000); AID 624291, 2012;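 also: potency is read from the fitted curve at half-maximal effect; 100% = response of the positive control SU9516; nearly all actives have a fitted effect of over 60% in size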
#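 alpha7betagal+/- myoblasts (passage 13, 250/well) treated 48 h at 37C with compounds at 1:260 dilution of DMSO stock. Lysed, then beta-galactosidase activity read as FDG fluorescence (ex 480/em 540) after 30 min, with pre-read for autofluorescence.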
# PTAP TSG101 blk – qHTS Assay for Iinhibitors of HIV-1 Budding by Blocking the Interaction of PTAP/TSG101. Tumor susceptibility gene 101 protein (Homo sapiens), Q99816. Fluorescence polarization, FITC-PTAP peptide / Tsg101 binding. Potency, µM (highest dose often 115 µM), without a hit: at the top dose activity change, negative = inhibition, most hits filed as inhibitors. 340,000 tested, under 10 active. AID 493005, 2010; active = well fitted inhibition curve with a large enough effect in the main read-out, with a control signal flat, not every such curve was filed as active; inconclusive = small, poorly fitted or top-dose-only effect, or effect the other way, or a change in a side signal; inactive = no such curve, though single readings can be large or run the other way; also: potency is read from the fitted curve at half-maximal effect; % of control where 0% means no effect
# Target sequence (Q99816 whole entry, looked up): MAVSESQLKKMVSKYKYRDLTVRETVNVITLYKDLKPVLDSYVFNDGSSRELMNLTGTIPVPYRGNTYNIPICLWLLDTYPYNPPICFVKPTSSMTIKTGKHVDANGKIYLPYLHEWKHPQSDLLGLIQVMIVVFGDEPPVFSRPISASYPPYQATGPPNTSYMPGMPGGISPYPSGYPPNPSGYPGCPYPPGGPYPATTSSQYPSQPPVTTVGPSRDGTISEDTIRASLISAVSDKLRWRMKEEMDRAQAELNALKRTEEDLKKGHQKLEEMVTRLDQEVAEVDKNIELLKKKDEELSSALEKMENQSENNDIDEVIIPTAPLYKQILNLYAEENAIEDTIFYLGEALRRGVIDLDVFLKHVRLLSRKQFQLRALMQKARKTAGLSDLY
#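 Compounds were pin-transferred onto Tsg101 binding domain (10 uM final) in HEPES pH 7.5 buffer, then FITC-PTAP peptide was added at 50 nM final. After 20 min at RT, polarization reported peptide displacement across a qHTS concentration series.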
# ASM inhibitor – Inhibitors of Secretory Acid Sphingomyelinase (S-ASM): qHTS | actives 0.006% (n = 340,000) | Sphingomyelin phosphodiesterase (Homo sapiens), P17405 | placental ASM, HMU-PC fluorogenic substrate, 60 min | Potency, µM (highest dose often 57.5 µM), without a hit: top-dose activity change, negative = inhibition, hits mostly inhibitors; also: potency is read from the fitted curve at half-maximal effect
#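 Steps: dispense placental human ASM, pin compound, wait 10 min at room temperature, add HMU-PC0 substrate at 9 uM final, incubate 60 min at 37 °C, add stop solution raising pH to 10, read fluorescence.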
# Mito fusion act – qHTS Assay for Small Molecule Inhibitors of Mitochondrial Division or Activators of Mitochondrial Fusion; Potency, µM (doses to about 46.1 µM), inactives show at the top dose growth rescue (activation), usual class: activators; S. cerevisiae fusion-defective mutant growth rescue, CellTiterGlo 48 h; AID 485298, 2010; actives 0.23% (n = 320,000);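 also: potency is read from the fitted curve at half-maximal effect; % of control where 0% means no effect; nearly all actives have a fitted effect of over 45% in size; temperature-sensitive fusion mutants such as fzo1-1 at 37 °C on non-fermentable ethanol glycerol medium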
#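 Yeast fusion mutant, YPEG (non-fermentable carbon), compound, 48 h at 37C non-permissive; CellTiterGlo added, 10 min RT, luminescence read. Rescued growth = division inhibition.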
# BCR signal inh – qHTS Assay to Find Inhibitors of Chronic Active B-Cell Receptor Signaling | ABC-DLBCL IkBa-CBG/CBR reporter, luminescence ratio, 4 h | Potency, µM (titrated, usually from 46.1 µM), for inactives: at the top dose ratio change, negative = lower green/red ratio, most hits filed as inhibitors | actives 0.05% (n = 340,000); active = well fitted inhibition curve with a large enough effect in the signal ratio, with a control signal flat, not every such curve was filed as active; inconclusive = small, poorly fitted or top-dose-only effect, or effect the other way, or a change in a side signal; the % refers to the signal ratio;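 also: potency is read from the fitted curve at half-maximal effect; plate controls were basal doxycycline-induced cells for no effect and cells given 10 µM MG132 for full effect; MG132 reads +100%, hits lower the ratio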
#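 Concentration-response series (up to 46 uM) were applied to TMD8 dual-reporter cells for 4 h at 37C with doxycycline. Green/red ratio, after filter-overlap correction, defined %Activity; red signal alone was normalised to basal cells and zero luminescence.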
# TCR activator – Activators of T cell receptors: qHTS campaign. Potency, µM (series often up to 9.22 µM), inactives show at the highest dose activation of IL-2 secretion, usual class: activators. 330,000 tested, under 10 active. primary human leukocytes, anti-CD3, IL-2 HTRF, 48 h; also: % of control where 0% means no effect
#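 Human primary leukocytes + a-CD3 beads + cpd, 48 hr; IL-2 in supernatant by HTRF (ex 320nm / em 665nm). No co-stimulatory signal supplied.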
# Tb PFK block – qHTS Assay to Find Inhibitors of T. brucei phosphofructokinase | ATP-dependent 6-phosphofructokinase (Trypanosoma brucei brucei), O15648 | T. brucei PFK, ADP-Glo luminescence | Potency, µM (top dose mostly 57.5 µM), without a hit: at the highest dose activity, negative = inhibition, hits mostly inhibitors | actives 0.17% (n = 330,000) | AID 485367, 2010;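 also: potency is read from the fitted curve at half-maximal effect; 0% = uninhibited 1x PFK enzyme wells and -100% = no-enzyme wells; nearly all actives have a fitted effect of over 60% in size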
#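 In TEA buffer at pH 8.0 with 5 mM MgCl2, enzyme (1.25 nM) converted F6P (0.5 mM) and ATP (0.1 mM) for 45 min at room temperature. ADP product was read by luciferase luminescence.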
# Eya2 phos inh – qHTS Assay for Inhibitors of the Phosphatase Activity of Eya2. actives 0.006% (n = 330,000). Potency, µM (series often up to 76.9 µM), for inactives: at the highest dose activity, negative = inhibition, hits mostly inhibitors. recombinant Eya2, OMFP fluorescence dephosphorylation (OMFP is methylfluorescein phosphate). AID 488837, 2010; also: potency is read from the fitted curve at half-maximal effect; % is scaled to controls: 0 for no effect and ±100 for the full control effect
# Target sequence (O00167 whole entry, looked up): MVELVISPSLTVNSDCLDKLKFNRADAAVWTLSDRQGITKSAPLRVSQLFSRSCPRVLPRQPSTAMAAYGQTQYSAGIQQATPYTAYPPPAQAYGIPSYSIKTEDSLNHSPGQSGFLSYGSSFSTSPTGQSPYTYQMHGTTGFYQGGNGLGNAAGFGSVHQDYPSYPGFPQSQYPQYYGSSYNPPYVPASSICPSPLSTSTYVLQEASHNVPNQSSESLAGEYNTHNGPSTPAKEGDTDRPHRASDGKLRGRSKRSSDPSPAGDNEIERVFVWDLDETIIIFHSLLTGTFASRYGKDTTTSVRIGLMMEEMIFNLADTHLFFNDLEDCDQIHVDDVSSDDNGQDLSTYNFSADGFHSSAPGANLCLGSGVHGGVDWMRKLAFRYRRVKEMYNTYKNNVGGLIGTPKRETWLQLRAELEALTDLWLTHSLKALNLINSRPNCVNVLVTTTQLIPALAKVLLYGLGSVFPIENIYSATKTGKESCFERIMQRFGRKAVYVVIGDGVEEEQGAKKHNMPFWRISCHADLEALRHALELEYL
#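 Eya2 protein (added as 0.2 uM solution) was preincubated with compound for 10 min at ambient temperature in 50 mM HEPES pH 7.5, 50 mM NaCl, 5 uM MgCl2, 0.05% BSA, 1 mM DTT. OMFP (added at 50 uM) then reacted 10 min; fluorescence read at 485/525 nm.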
# ELG1 repair inh – qHTS screen for small molecules that inhibit ELG1-dependent DNA repair in human embryonic kidney (HEK293T) cells expressing luciferase-tagged ELG1; Potency, µM (top dose mostly 46.1 µM), for the others: at the top dose activity change, negative = inhibition, hits mostly inhibitors; AID 504467, 2011; HEK293T ELG1-luciferase reporter, luminescence, 16 h; DNA damage induced by 5-fluorouridine; actives 2.3% (n = 330,000); also: potency is read from the fitted curve at half-maximal effect; % is scaled to controls: 0 for no effect and ±100 for the full control effect; nearly all actives have a fitted effect of over 55% in size
#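 Cells (2,000 per well) received 5-fluorouridine plus test compound or DMSO and were incubated 16 hr at 37 °C, 5% CO2. Luciferase activity was read by luminescence 30 min after ONE-Glo addition; signal suppression marked inhibition of damage-induced ELG1 function.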
# A-T KAP1 phos – qHTS Assay for Identifying a Potential Treatment of Ataxia-Telangiectasia | Potency, µM (series often up to 57.5 µM), inactives show at the top dose activation, actives largely listed as activators | actives 0.19% (n = 320,000) | […] A-T fibroblasts, KAP-1 phosphorylation AlphaLISA; neocarzinostatin DNA damage 30 min before lysis; also: potency is read from the fitted curve at half-maximal effect; % of control where 0% means no effect; nearly all actives have a fitted effect of over 45% in size
#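 hTERT-immortalized A-T patient fibroblasts ([…]), 500 cells/well in OPTI-MEM, 1% FBS, got compounds for 60 min, then NCS for 30 min at 37C. Lysates were then assayed for phospho-KAP-1 by AlphaLISA (anti-pKAP1 donor, anti-KAP1 acceptor beads), 6 hr at 25C.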
# TSHR antag – Antagonists of the Thyroid Stimulating Hormone Receptor: HTS campaign. Thyrotropin receptor (Homo sapiens), P16473. TSHR-expressing cells, TSH-stimulated cAMP HTRF, 2 h; hits give low values. activity change, negative = inhibition, % at 11.5 µM. actives 0.2% (n = 330,000). AID 504810, 2011;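 active = activity change below a set negative limit, meaning inhibition stronger than a set level, cut at about -70% in these data; inconclusive = activity change between two set negative limits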; also: % is scaled to controls: 0 for no effect and ±100 for the full control effect
#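 Competitive HTRF cAMP read-out (cryptate anti-cAMP antibody, cAMP-d2; 30 min, room temperature) in freshly harvested TSHR cells. Compounds added before TSH at EC80 (4nM final), followed by 2 hours' incubation at 37 deg C.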
# The depositor's hits bear a star; ? = inconclusive; / = no result given; [ ] = remark or other dose. Unless noted, calls follow the shape of the dose curve; as a rule, active = well fitted curve in the direction sought with a large enough effect; inconclusive = small, poorly fitted or top-dose-only effect, or another doubt; inactive = no such curve, though single readings can be large; an effect the other way counts as inactive or inconclusive.
SMILES	Integrin act MD	PTAP TSG101 blk	ASM inhibitor	Mito fusion act	BCR signal inh	TCR activator	Tb PFK block	Eya2 phos inh	ELG1 repair inh	A-T KAP1 phos	TSHR antag
CCOC(=O)C1=C(C)N=c2s/c(=C\c3cccc(OCC(=O)O)c3)c(=O)n2C1c1ccccc1 (stereo not drawn)	0%	0%	0%	2%	9%	0%	-3%	14%	2%	-4%	-33
CCc1ccc(/C=N/NC(=O)C(=O)NCCCN2CCOCC2)cc1	13%	2%	1%	0%	7%	-2%[46.1 µM]	3%	5%	0%	-8%	-4
CCc1ccc(OCC(=O)NNC(=O)CNC(=O)c2ccc(Br)o2)cc1	6%	-1%	-4%	1%	1%	6%	-1%	27%	16%	1%	3
CCn1nc(NS(=O)(=O)c2ccccc2)c2cc3cccc(C)c3nc21	4%	-5%	-1%	-1%	14%	-3%	20%	-6%	-8%	-4%	-4
O=C(COC(=O)CNC(=O)c1ccc(Br)cc1)NCCC1=CCCCC1	-13%	-5%	1%	-3%	2%	0%	-4%	-14%	-1%	-2%	-2
CC(C)OCCCNC(=O)C(=O)NCCCOC(C)C	17%	-2%	3%	3%	?	/	-3%	13%	9%	5%	-9
O=C(NCc1ccc(Cl)cc1)c1cnn2ccccc12	17%	-7%	0%	-3%	?	15%	-9%	-7%	?	9%	3
Fc1ccc(Nc2cccc3nccnc23)cc1	4%	-1%	-9%	-15%	-4%	7%[46.1 µM]	-6%	1%	?	9%	-6
O=C(O)COc1ccccc1/C=N/NC(=O)Cc1ccccc1	-13%	-1%	3%	3%	-1%	10%	0%	21%	6%	61%	18
COc1cc(=O)n(C)c2cc(N(C)C)ccc12	21%	0%	103%[activator]	-1%	-13%	0%	22%	7%	11%	-2%	6
CNc1snc(C)c1C(=O)OCC(=O)N(C)c1ccccc1	19%	-5%	1%	-9%	1%	59%	-1%	-5%	0%	2%	8
Cc1cc(C)cc(NC(=O)CN2CCN(C(=O)c3cccs3)CC2)c1	-25%	-6%	-1%	/	-4%	-10%	1%	2%	1%	16%	-8
CC1(C)CC(=O)c2c(O)cc(OCC(=O)NCCc3ccc(S(N)(=O)=O)cc3)cc2O1	-14%	-3%	5%	-3%	3%	7%	-1%	-23%	0%	8%	3
O=S(=O)(Cc1ccccc1)N1CCCCCC1	3%	-5%	4%	-1%	9%	-2%	-1%	11%	12%	2%	-10
COc1cccc(C(=O)N(Cc2cc3cc(C)ccc3[nH]c2=O)C(C)C)c1	-30%	-3%	-5%	-2%	-2%	-2%	1%	-7%	?	1%	10
COc1ccc(C2CC(=O)c3c(C)nc(N4CCN(c5ccccc5)CC4)nc3C2)cc1 (stereo not drawn)	9%	-9%	-2%	-5%	?	1%	0%	2%	1%	-6%	19
COC(=O)c1ccc(C)c(NS(=O)(=O)c2cn(C)nc2C)c1	0%	0%	4%	1%	0%	0%	0%	-2%	18%	4%	3
CC(/C=N/NC(=O)Cn1nnc(N)n1)=C\c1ccc(C(C)C)cc1	16%	-4%	-9%	-2%	-5%	-2%	1%	10%	?	35%	-4
COn1c(-c2ccccc2)nc2c1CCc1nonc1-2	6%	1%	0%	-3%	-5%	4%	2%	2%	?	-2%	-6
CC(Oc1ccc2c(c1)oc(=O)c1ccccc12)C(=O)NCCN1CCOCC1 (stereo not drawn)	-1%	-4%	2%	-14%	2%	4%	-5%	-2%	18%	3%	7
Cc1ccc(S(=O)(=O)c2nc(C)oc2N2CCOCC2)cc1	11%	-6%	0%	5%	-10%	-6%	5%	-4%	0%	2%	-2
COc1cccc(C(=O)Oc2c(CN3CCOCC3)cc(Cl)c3cccnc23)c1	-67%[inhibitor]	-13%	0%	1%	?	4%	-1%	-3%	18µM*	3%	1
NC(=O)COc1ccc(NC(=O)CC23CC4CC(CC(C4)C2)C3)cc1	-23%	-1%	-3%	2%	-2%	10%	-1%	-14%	-9%	-8%	24
CCOC(=O)C(C(=O)Nc1cccc(C)n1)C1CCCCC1 (stereo not drawn)	19%	-8%	1%	4%	?	-10%	-5%	11%	-13%	3%	-6
CCN(CC(=O)Nc1ccc(NC(C)=O)cc1)C(=O)CSc1nnc(-c2ccco2)n1CC	2%	2%	5%	-7%	-8%	-6%	0%	4%	17%	0%	16
CC(Sc1nc2c(c(=O)n(C)c(=O)n2C)n1Cc1cc2c(cc1Cl)OCO2)C(=O)O (stereo not drawn)	6%	0%	10%	-4%	7%	/	-3%	5%	11%	2%	1
Cn1nnnc1SCc1nc2scc(-c3ccccc3)c2c(=O)[nH]1	22%	0%	1%	2%	4%	-3%	1%	1%	-28%	6%	-9
CCCn1c(SCC(=O)N2CCN(C(C)=O)CC2)nc2sc3c(c2c1=O)CCC3	3%	-12%	-2%	-2%	1%	0%	-2%	1%	?	-1%	14
O=C(Cn1ccc2ccccc2c1=O)Nc1ccc2c(c1)OCO2	21%	-4%	2%	-5%	3%	3%	-9%	-14%	3%	/	10
CCOc1ccc(-c2nnc3ccc(SCC(=O)Nc4nc5ccc(C)cc5s4)nn23)cc1	-16%	-3%	-28%	1%	-4%	0%[46.1 µM]	-3%	-1%	8.2µM*	11%	1
CC(C)N1CCN(Cc2cccn2-c2nccs2)CC1CCO (stereo not drawn)	-17%	-2%	-1%	1%	15%	2%	-18%	-13%	?	-2%	15
COc1ccccc1NC(=S)NNC(=O)c1cc(C)n(C)n1	2%	1%	1%	0%	?	4%	2%	-19%	0%	-3%	-10
CC1Cc2ccccc2N1C(=O)COC(=O)c1ccc([N+](=O)[O-])o1 (stereo not drawn)	-11%	-3%	0%	/	-3%	0%	5%	7%	-2%	?	/
Cc1ccc(C)c(NC(=O)CSc2ccc(-c3ccco3)nn2)c1	0%	0%	-5%	-1%	4%	-1%[46.1 µM]	0%	-2%	-1%	3%	17
COc1ccc(N2CCN(C(=O)c3ccc(NC(=O)C4=CSCCO4)cc3)CC2)cc1	-15%	2%	1%	13%	?	2%	-3%	-13%	14%	-2%	0
Cc1ccc2cccc(S(=O)(=O)N3CCCc4ccccc43)c2n1	-7%	-3%	-2%	9%	1%	-4%	-3%	-3%	?	-4%	-20
CCOc1ccc(C(=O)Nc2nc3ccccc3[nH]2)cc1OCC	-52%[inhibitor]	2%	10%	-2%	-2%	-3%	1%	1%	?	7%	-6
CCCCC(=O)Oc1c(S(=O)(=O)c2ccc(C)cc2)c(C)nn1C(C)(C)C	13%	0%	10%	-41%[inhibitor]	-1%	8%	13%	-3%	?	20%	-11
COc1cccc(Nc2nnc(SCC(=O)N(CC(C)C)CC(C)C)s2)c1	-31%	-2%	-7%	-2%	6%	1%	0%	-9%	-22%	-3%	7
Cc1ccc(S(=O)(=O)N2CCCCC2CCNC(=O)C(=O)NCc2ccco2)cc1 (stereo not drawn)	-24%	-7%	1%	19%	6%	-5%	17%	4%	-2%	1%	-15
Nc1c(C(=O)O)sc2nc(-c3ccc(F)cc3)cc(-c3ccccc3)c12	-13%	0%	11%	2%	6%	-1%	2%	?	-3%	-8%	-7
COc1ccc(Cn2c(=S)[nH]c3cc(C(=O)N4CCCCC4)ccc3c2=O)cc1	5%	0%	4%	1%	7%	-1%	-5%	-11%	5%	-14%	-12

# Screening results deposited in PubChem by National Center for Advancing Translational Sciences (NCATS).
